ABCB1 block = ABCB1 efflux pump inhibitors, primary screen, cell-based, multiplex, flow cytometry, ABCG2 counter-screen; ATP-dependent translocase ABCB1 (Homo sapiens), P08183; CCRF-Adr cells, JC-1 efflux; inhibition, % at 6.6 µM; 190,000 compounds, 0.067% hits; in the data active = inhibition above about 40%;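 note: 0% = vehicle and 100% = reference inhibitor; higher value means more JC-1 retained so stronger ABCB1 efflux block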
Rab7 wt GTP bind = modulators of GTP binding to Rab7, primary screen, biochemical, wildtype, multiplex bead flow cytometry. 190,000 compounds, 0.055% hits. AID 758, 2007. GTP binding activity (percent of control), % at 10 µM. GST-Rab7 beads, fluorescent GTP binding; actives lie on both sides; untreated = 100%, excess cold GTP = 0%. Rab7 GTPase wild type (dog), Bodipy-FL-GTP binding;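 active = fluorescent GTP binding to Rab7 beads changed by at least 20 points from the 100% baseline, either direction, mostly lower; inconclusive = compound itself probably fluorescent, or too few beads counted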;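 note: median green fluorescence of bound Bodipy-FL-GTP per Rab7 bead population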
Rac1 wt modul = wildtype Rac1 GTP binding modulators, primary screen, biochemical, GST-Rac1 beads, flow cytometry, multiplex. Ras-related C3 botulinum toxin substrate 1 (Homo sapiens), P63000. fluorescent GTP binding; actives lie on both sides; 0 = cold GTP competed, 100 = untreated. GTP binding activity (% of control), % at 10 µM. 190,000 compounds, 0.27% hits;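 active = GTP binding activity at least 20 points away from the 100% control level, either lower or higher; inconclusive = compound flagged as likely green fluorescent, judged across all proteins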
Cdc42 wt = modulators of GTP binding to wildtype Cdc42, primary screen, biochemical, multiplex bead flow cytometry, Bodipy-GTP; Cell division control protein 42 homolog (Homo sapiens), P60953; GST-Cdc42 beads; actives lie on both sides; percent activity (GTP binding), % at 10 µM; 190,000 compounds, 0.2% hits;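 active = percent activity GTP binding at least 20 points away from the 100% baseline, either down as inhibitor or up as activator; inconclusive = compound flagged as likely green fluorescent from well-wide comparison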;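 note: median bead fluorescence of bound Bodipy-FL-GTP at 100 nM; 0% = excess unlabeled GTP control and 100% = no compound control; below 100% means less GTP binding so inhibitor and above means activator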
Target sequence (P60953 whole entry, looked up): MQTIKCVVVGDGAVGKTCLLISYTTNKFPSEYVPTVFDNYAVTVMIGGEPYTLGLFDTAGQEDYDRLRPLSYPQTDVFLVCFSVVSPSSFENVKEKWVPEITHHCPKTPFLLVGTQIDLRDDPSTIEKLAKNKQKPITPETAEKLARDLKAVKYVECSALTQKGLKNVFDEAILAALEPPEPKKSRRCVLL
Pf gametocyte = late stage P. falciparum gametocyte viability inhibitors, primary screen, ATP luminescence, HTS; P. falciparum stage V gametocytes, 24 h; inhibition, % at 10.9 µM; AID 743093, 2013; 150,000 compounds, 0.065% hits;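 active = inhibition above the mean plus 3 SD of compounds within the control limits, set per campaign, cut at about 38% in these data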;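 note: 0% = DMSO wells and 100% = medium only without gametocytes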
Rab2A wt mod = modulators of GTP binding to Rab2A wildtype, primary screen, biochemical, dog, bead-based flow cytometry, multiplex | 190,000 compounds, 0.19% hits | GTP binding activity, % at 10 µM | GST-Rab2 wt beads, Bodipy-GTP binding | Ras-related protein Rab-2A (Canis lupus familiaris), P61105;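 active = GTP binding activity at least 20 points away from 100%, either lowered or raised; inconclusive = signal likely due to the compound's own green fluorescence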;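 note: 0% = beads with excess unlabeled GTP and 100% = no-compound control corrected for plate trend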
HRas wt GTP bind = modulators of GTP binding to HRas wildtype, primary screen, biochemical, bead-based flow cytometry, multiplex; GTPase HRas (Homo sapiens), P01112; GST-Ras wt beads, Bodipy-FL-GTP binding; actives lie on both sides; GTP binding activity, % at 10 µM; 190,000 compounds, 0.14% hits; AID 759, 2007;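 active = GTP binding activity at least 20% away from the 100% baseline, either lowered as inhibitor or raised as activator; inconclusive = flagged as likely green fluorescent, judged across all proteins in the well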;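 note: 0% = unlabeled GTP competition control and 100% = no-compound control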
Target sequence (P01112 whole entry, looked up): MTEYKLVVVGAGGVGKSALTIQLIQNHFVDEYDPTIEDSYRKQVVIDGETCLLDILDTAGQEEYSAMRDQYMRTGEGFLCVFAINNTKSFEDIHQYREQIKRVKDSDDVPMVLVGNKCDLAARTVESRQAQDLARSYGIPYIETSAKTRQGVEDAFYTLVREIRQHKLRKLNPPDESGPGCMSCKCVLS
ABCG2 inh = ABCG2 efflux pump inhibitors, primary screen, multiplex with ABCB1, IgMXP3 cells, flow cytometry; JC-1 efflux; inhibition, % at 6.6 µM; Broad substrate specificity ATP-binding cassette transporter ABCG2 (Homo sapiens), Q9UNQ0; 190,000 compounds, 0.1% hits;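 active = inhibition above 80%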;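 note: 0% = DMSO and 100% = nicardipine control wells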
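Measure – % inhibition of efflux relative to nicardipine and DMSO · Test system – ABCG2 IgMXP3 and barcoded ABCB1 CCRF-Adr cell mix · Control set – nicardipine as high control, DMSO as low control · Compound – one concentration, 6.6 µM final · Signal – flow cytometry of retained JC-1 fluorescence · Timing – 10 min exposure at 25 °C with rotation, no wash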
Rac1 mut GTP = GTP binding modulators of activated mutant Rac1, primary screen, biochemical, bead-based flow cytometry, multiplex, fluorescent GTP; GST-Rac1 activated beads; actives lie on both sides; 100% means binding = to untreated wells; Ras-related C3 botulinum toxin substrate 1 (Homo sapiens), P63000; 190,000 compounds, 0.11% hits; percent activity (GTP binding), % at 10 µM;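 active = GTP binding at least 20 percentage points away from the 100% baseline, in either direction, so actives lie on both sides; inconclusive = Compound likely fluorescent itself, or too few beads counted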
Avidin bead fluor = green autofluorescence of compounds with avidin beads – biophysical, 488/530 nm, flow cytometry, artefact control, profiling panel; compound fluorescence 488/530 nm; hits give high values; fluorescence (KMESF) at 10 µM; 220,000 compounds, 0.38% hits; AID 1775, 2009; in the data active = fluorescence above about 47; note: inactives centre near 10
Mcl1-Noxa inh = Mcl-1/Noxa binding inhibitors, primary screen, biochemical, TR-FRET, 1536-well | Induced myeloid leukemia cell differentiation protein Mcl-1 (Homo sapiens), Q07820 | TR-FRET Mcl-1/Noxa peptide binding, 2 h | inhibition, % at 21.7 µM | 220,000 compounds, 1.5% hits | AID 1022, 2008;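 active = compounds that cut the protein-peptide binding signal by more than 50% relative to plate controls in a single-dose test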;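 note: His-tagged Mcl-1 with rhodamine Noxa BH3 peptide and terbium anti-His antibody; 0% = Mcl-1 plus Noxa peptide wells and 100% = peptide-only wells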
Target sequence (Q07820 whole entry, looked up): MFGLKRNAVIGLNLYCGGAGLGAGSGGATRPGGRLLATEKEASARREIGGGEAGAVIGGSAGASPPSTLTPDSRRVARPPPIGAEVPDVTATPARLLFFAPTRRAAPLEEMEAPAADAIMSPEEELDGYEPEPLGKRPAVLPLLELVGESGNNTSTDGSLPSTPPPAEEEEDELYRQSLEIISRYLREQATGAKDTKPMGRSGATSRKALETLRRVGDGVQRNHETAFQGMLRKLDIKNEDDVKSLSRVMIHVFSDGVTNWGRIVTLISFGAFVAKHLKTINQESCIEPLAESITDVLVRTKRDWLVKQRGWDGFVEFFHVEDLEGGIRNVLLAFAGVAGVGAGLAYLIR
An asterisk follows results filed as active; ? = inconclusive; nt = no result given. Compounds were not picked by outcome, and some 2.3% of all compounds hit somewhere here.

SMILES | ABCB1 block | Rab7 wt GTP bind | Rac1 wt modul | Cdc42 wt | Pf gametocyte | Rab2A wt mod | HRas wt GTP bind | ABCG2 inh | Rac1 mut GTP | Avidin bead fluor | Mcl1-Noxa inh
CN(C)CCCOc1cccc(Oc2ccccc2)c1 | 3.4 | 100 | 103 | 100 | -7 | 100 | 101 | 13 | 98 | 13 | 25
O=C(c1ccco1)N(Cc1ccccc1)c1cccc([N+](=O)[O-])c1 | 0.4 | 97 | 104 | 99 | -1 | 98 | 98 | 8 | 96 | 8 | 9
COC(=O)c1sc2ncccc2c1OCc1ccccc1Cl | 0.4 | ? | ? | ? | nt | ? | ? | 4 | ? | 36 | -8
O=C(O)/C=C/c1cccc(NC(=O)c2ccc(Cl)cc2)c1 | 0.5 | 98 | 107 | 105 | 8 | 102 | 100 | -1 | 99 | 16 | 0
CC(C)(C)NC(=O)c1nc2ccccc2s1 | -0.1 | 96 | 96 | 99 | 18 | 97 | 96 | 17 | 96 | 17 | -5
Cc1nc(-c2ccc(Cl)cc2)sc1C(=O)O | 0.2 | 102 | 96 | 95 | -23 | 97 | 94 | 2 | 94 | nt | 7
CC(C)c1csc(CN2CCN(Cc3ccc(F)cc3)C(CCO)C2)n1 (centres undefined) | -0.4 | 99 | 98 | 93 | -15 | 93 | 95 | 0 | 95 | 8 | -12
CCN(C(=O)CSc1nc2ccccc2n1CCc1ccccc1)C1CCS(=O)(=O)C1 (centres undefined) | 1.1 | 103 | 105 | 105 | -19 | 102 | 104 | 2 | 101 | 35 | 14
CCOC(=O)c1ccccc1NC(=O)c1nc2nccc(C)n2n1 | 0.5 | 102 | 105 | 103 | nt | 104 | 104 | 4 | 98 | 8 | 9
CCCCCCNC(=O)CCCCCNS(=O)(=O)c1ccc(Br)cc1 | 2.1 | 102 | 102 | 98 | -5 | 98 | 99 | 6 | 98 | 11 | -1
Cc1nc(SCC(=O)N2c3ccccc3Sc3ccccc32)n[nH]1 | 0.3 | 96 | 99 | 98 | -10 | 96 | 97 | 1 | 95 | 21 | 17
COc1cccc(CN(C(=O)Cc2c[nH]c3ccccc23)C(C(=O)NC2CCCCC2)c2ccc(C)o2)c1 (centres undefined) | 8.1 | 101 | 102 | 97 | 11 | 100 | 99 | 22 | 99 | 14 | 3
CSCC[C@H](NC(=O)c1ccc(Cl)c(S(=O)(=O)N2CCCC2)c1)c1nc2ccccc2[nH]1 | 0.1 | 93 | 94 | 95 | -3 | 93 | 93 | 0 | 94 | 31 | 15
Cc1ccc(C(=O)N(Cc2ccc3c(c2)OCO3)Cc2nc3ccccc3c(=O)[nH]2)cc1 | 2.1 | 102 | 102 | 104 | 24 | 102 | 105 | 3 | 100 | 14 | 13
Cc1cc(C)cc(N2CN=C3SCC(=O)N3C2)c1 | 0.1 | 105 | 105 | 101 | 2 | 103 | 100 | 0 | 103 | 1 | 6
C=CCSc1nc2ccccc2n1S(=O)(=O)c1ccc(C)cc1 | 0.5 | 99 | 102 | 98 | 4 | 97 | 99 | 8 | 99 | 3 | -1
O=C1C2C3C=CC(CC3)C2C(=O)N1c1nccs1 (centres undefined) | 1.9 | 99 | 103 | 104 | 6 | 98 | 99 | 1 | 102 | 2 | 10
COC(=O)C(Cc1ccccc1)NC(=O)c1ccc(C)cc1 (centres undefined) | 0.5 | 91 | 97 | 96 | -1 | 96 | 96 | 2 | 97 | 8 | 19
CCOC(=O)CCc1c(C)c2ccc(OCc3cc([N+](=O)[O-])ccc3OC)cc2oc1=O | 1.3 | 100 | 97 | 100 | nt | 100 | 100 | 9 | 97 | 25 | -35
O=C(CN1CCC2(CC1)OCCO2)c1ccc2cc[nH]c2c1 | 1.3 | ? | ? | ? | 2 | ? | ? | 4 | ? | 19 | 17
Cc1sc2nc3n(c(=O)c2c1C)CCCCC3 | 2.1 | 95 | 97 | 96 | nt | 97 | 97 | 1 | 95 | 5 | 13
COc1cccc(NC(=O)C2c3cc(OC)c(OC)cc3C(=O)N(C)C2c2cccnc2)c1 (centres undefined) | 0.7 | 100 | 103 | 102 | nt | 101 | 102 | 2 | 98 | 9 | -9
COc1ccc(-c2noc(C3CCCN(S(=O)(=O)c4ccc(C)c(Cl)c4)C3)n2)cc1OC (centres undefined) | 1.4 | 103 | 112 | 101 | nt | 104 | 105 | 6 | 100 | 12 | -1
Cc1ccc(/C=N/n2c(-c3ccc(Cl)cc3)n[nH]c2=S)s1 | -0.7 | 105 | 97 | 99 | -18 | 101 | 102 | -3 | 99 | 9 | 13
Cc1occc1-c1nnc(SCC(=O)c2ccccc2)n1CC1CCCO1 (centres undefined) | 0.2 | 107 | 116 | 107 | nt | 108 | 105 | 0 | 101 | 8 | 9

Five records drawn at random from the list so far, as already listed:
SMILES | ABCB1 block | Rab7 wt GTP bind | Rac1 wt modul | Cdc42 wt | Pf gametocyte | Rab2A wt mod | HRas wt GTP bind | ABCG2 inh | Rac1 mut GTP | Avidin bead fluor | Mcl1-Noxa inh
Cc1occc1-c1nnc(SCC(=O)c2ccccc2)n1CC1CCCO1 (centres undefined) | 0.2 | 107 | 116 | 107 | nt | 108 | 105 | 0 | 101 | 8 | 9
CC(C)c1csc(CN2CCN(Cc3ccc(F)cc3)C(CCO)C2)n1 (centres undefined) | -0.4 | 99 | 98 | 93 | -15 | 93 | 95 | 0 | 95 | 8 | -12
O=C(O)/C=C/c1cccc(NC(=O)c2ccc(Cl)cc2)c1 | 0.5 | 98 | 107 | 105 | 8 | 102 | 100 | -1 | 99 | 16 | 0
C=CCSc1nc2ccccc2n1S(=O)(=O)c1ccc(C)cc1 | 0.5 | 99 | 102 | 98 | 4 | 97 | 99 | 8 | 99 | 3 | -1
CCCCCCNC(=O)CCCCCNS(=O)(=O)c1ccc(Br)cc1 | 2.1 | 102 | 102 | 98 | -5 | 98 | 99 | 6 | 98 | 11 | -1

Remaining list, next part:
SMILES | ABCB1 block | Rab7 wt GTP bind | Rac1 wt modul | Cdc42 wt | Pf gametocyte | Rab2A wt mod | HRas wt GTP bind | ABCG2 inh | Rac1 mut GTP | Avidin bead fluor | Mcl1-Noxa inh
O=C(CSc1nc2ccc(Cl)cc2[nH]1)NCc1ccco1 | 0.3 | 100 | 103 | 100 | nt | 100 | 101 | 2 | 100 | 8 | 10
CCOC(=O)/C=C1\SCC(=O)N1CC(=O)Nc1ccc(OC)c(OC)c1 | 0.6 | 101 | 101 | 104 | 12 | 103 | 104 | 2 | 100 | 8 | 16
COc1cccc(/C=N\Nc2nncc(-c3ccccc3)n2)c1 | 0.5 | 101 | 97 | 99 | nt | 99 | 100 | 19 | 97 | 8 | 23
Cc1cc(C(=O)N2CCc3ccccc32)c2cc(F)ccc2n1 | -2.1 | 95 | 99 | 93 | nt | 95 | 96 | -3 | 95 | 5 | -6
CCOC(=O)c1c(C)cc(C)n2c1nc1ccccc12 | 0.5 | 104 | 105 | 106 | nt | 102 | 102 | 2 | 101 | 38 | 15
O=C(CSc1nnnn1-c1ccccc1)Nc1ncc2c(n1)CC(c1ccccc1)CC2=O (centres undefined) | -0.1 | 98 | 100 | 98 | 12 | 99 | 100 | 0 | 97 | 7 | -9
Cc1ccc(C(C)C)c(OCc2nnc(SCC(=O)Nc3nccs3)n2C)c1 | 0.5 | 101 | 105 | 105 | nt | 103 | 104 | 5 | 102 | 10 | 9
CCC1CCc2c([nH]c3ccccc3c2=O)O1 (centres undefined) | 1.2 | 101 | 108 | 102 | -13 | 100 | 100 | 5 | 102 | 6 | 9
O=C(CSc1ncn[nH]1)Nc1c(Br)cc([N+](=O)[O-])cc1Br | 0.8 | 97 | 98 | 100 | nt | 96 | 97 | 7 | 97 | 6 | 13
COc1ccc(N(C)S(=O)(=O)c2cccc(C(=O)N(C)Cc3ccc(C)o3)c2)cc1 | 1.4 | 99 | 104 | 100 | nt | 102 | 94 | 1 | 97 | 10 | 9
O=[N+]([O-])c1cccnc1N1CCOCC1 | 0.2 | 102 | 102 | 102 | 3 | 102 | 102 | 2 | 100 | 28 | 11
CCN1CCN(CC(=O)NC2CCCC2)C(=O)C1=O | 0.4 | 101 | 104 | 98 | nt | 98 | 101 | 2 | 98 | 8 | 13
C/[N+]([O-])=C\CC(=O)c1ccc(-c2ccccc2)cc1 | 0.3 | 90 | 93 | 95 | -14 | 94 | 94 | 1 | 94 | 11 | 12
CC1CC(=S)Nc2ccccc2N1C(=O)Nc1ccccc1 (centres undefined) | -0.4 | 99 | 97 | 98 | -8 | 98 | 99 | -2 | 98 | 4 | 5
CCOc1ccc(NC(=O)Nc2ccc3nsnc3c2)cc1 | -0.7 | 103 | 98 | 99 | 12 | 98 | 100 | -2 | 97 | 11 | 2
CCSc1nnc([C@H](Cc2c[nH]c3ccccc23)NC(=O)OC(C)(C)C)o1 | -0.5 | 101 | 115 | 101 | -36 | 102 | 104 | 5 | 99 | 14 | -5
Cc1cc(Cl)nc2c(C(C)C)cccc12 | 1.1 | 98 | 99 | 96 | nt | 99 | 99 | 4 | 95 | 24 | -1
CCC(C)(C(=O)NC1CCCCC1)N(Cc1cccs1)C(=O)CC1NC(=O)NC1=O (centres undefined) | -0.2 | 99 | 100 | 97 | 14 | 99 | 97 | 0 | 98 | 3 | 2

From PubChem
